APEX1 inh = APE1 (human) endonuclease inhibition | recombinant APE1, TAMRA/BHQ-2 abasic DNA cleavage fluorescence | Potency, µM (doses to about 65.8 µM), without a hit: at the top dose activity change, negative = inhibition, most hits filed as inhibitors | actives 0.35% (n = 350,000) | AID 2517;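 also: plate controls were vehicle for no effect and reference inhibitor for full effect; nearly all actives have a fitted effect of over 55% in size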
Target sequence (P27695 whole entry, looked up): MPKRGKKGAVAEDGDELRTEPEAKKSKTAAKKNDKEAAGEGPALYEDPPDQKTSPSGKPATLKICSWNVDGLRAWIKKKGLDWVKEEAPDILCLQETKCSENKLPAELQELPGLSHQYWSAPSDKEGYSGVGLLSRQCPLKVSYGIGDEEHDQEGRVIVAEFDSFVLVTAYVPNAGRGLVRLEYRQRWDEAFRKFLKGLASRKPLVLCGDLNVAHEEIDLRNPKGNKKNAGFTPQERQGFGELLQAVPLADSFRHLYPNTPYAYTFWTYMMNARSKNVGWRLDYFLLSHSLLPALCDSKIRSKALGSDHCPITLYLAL
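0.75 nM APE1 + cpd, 15 min RT; start w/ 50 nM TAMRA/BHQ-2 THF-abasic dsDNA; kinetic fluor 525/598 nm ×3 reads @60 s; Δ(read3−read1); normalized to DMSO and NSC13755 control wells.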
Anesthetic bind = candidate novel general anesthetic via apoferritin binding. actives 0.074% (n = 350,000). Potency, µM (titrated, usually from 77.5 µM), inactives show at the top dose activity change, negative = displacement, usual class: inhibitors. apoferritin/1-aminoanthracene competitive binding, fluorescence. P02791; also: % is scaled to controls: 0 for no effect and ±100 for the full control effect; nearly all actives have a fitted effect of over 20% in size
Target sequence (P02791 2-175 limits assumed): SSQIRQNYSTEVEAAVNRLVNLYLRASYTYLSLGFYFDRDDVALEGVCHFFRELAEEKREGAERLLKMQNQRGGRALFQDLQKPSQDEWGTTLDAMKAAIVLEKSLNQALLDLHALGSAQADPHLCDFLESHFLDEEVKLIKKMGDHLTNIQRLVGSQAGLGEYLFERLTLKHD
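10 uM apoferritin + 50% sat. 1-AMA, PBS; cpd 10 min RT; Ex380/Em535 endpoint; normalized to free probe vs complex; 4-param Hill fit; propofol titration as pos. ctrl.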
POLK inh = blocks human DNA polymerase kappa activity | actives 0.53% (n = 400,000) | purified Pol kappa, fluorescent DNA synthesis assay, 10 min | Potency, µM (doses to about 107 µM), without a hit: at the top dose activity, negative = inhibition, hits mostly inhibitors | Q9UBT6; also: % is scaled to controls: 0 for no effect and ±100 for the full control effect
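Fluorescent qHTS in 1536-well format: enzyme (10 nM) and compound sat 15 min at room temperature before 50 nM substrate (final) was added. Signal taken at 0 and 10 min; no-enzyme buffer wells were negative controls.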
BAZ2B block = BAZ2B (human) inhibition | Q9UIF8 | AlphaScreen BAZ2B-H3K14Ac peptide displacement | Potency, µM (top dose mostly 114 µM), inactives show at the highest dose activity change, negative = inhibition, hits mostly inhibitors | actives 4.4% (n = 360,000); also: % is scaled to controls: 0 for no effect and ±100 for the full control effect; nearly all actives have a fitted effect of over 60% in size
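Inhibition is scored as reduced AlphaScreen emission. The BAZ2B/b-H3(5-23)K14Ac complex (50 nM each) in PBS pH 7.4, 0.01% Tween-20 meets compound (up to 110 uM) for 30 min at RT before bead addition.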
Pol iota inh = inhibitors of human DNA polymerase iota. AID 588590. Q9UNA4. Potency, µM (doses to about 115 µM), for inactives: top-dose activity, negative = inhibition, hits mostly inhibitors. actives 1% (n = 390,000). Pol iota fluorescent replication assay, 10 min
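Fluorescent replication assay read twice, at 0 min and 10 min after adding 50 nM (final) substrate. Enzyme (10 nM) and compounds were first incubated 15 min at room temperature; enzyme-free buffer wells were negative controls.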
BLM inh = blocks DNA unwinding by human BLM helicase | P54132 | recombinant BLM DNA unwinding, fluorescence dequenching | Potency, µM (titrated, usually from 56.1 µM), for the others: at the highest dose activity change, negative = inhibition, most hits filed as inhibitors | actives 0.2% (n = 350,000) | AID 2528;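 also: plate controls were vehicle for no effect and no enzyme for full effect; nearly all actives have a fitted effect of over 35% in size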
G9a inh = blocks human histone lysine methyltransferase G9a. Q96KQ7. G9a H3K9 monomethylation, AlphaScreen, 2 h. Potency, µM (series often up to 102 µM), inactives show at the top dose activity, negative = inhibition, actives largely listed as inhibitors. actives 8.8% (n = 350,000). AID 504332; also: % is scaled to controls: 0 for no effect and ±100 for the full control effect; nearly all actives have a fitted effect of over 75% in size
Target sequence (Q96KQ7 913-1193 limits assumed): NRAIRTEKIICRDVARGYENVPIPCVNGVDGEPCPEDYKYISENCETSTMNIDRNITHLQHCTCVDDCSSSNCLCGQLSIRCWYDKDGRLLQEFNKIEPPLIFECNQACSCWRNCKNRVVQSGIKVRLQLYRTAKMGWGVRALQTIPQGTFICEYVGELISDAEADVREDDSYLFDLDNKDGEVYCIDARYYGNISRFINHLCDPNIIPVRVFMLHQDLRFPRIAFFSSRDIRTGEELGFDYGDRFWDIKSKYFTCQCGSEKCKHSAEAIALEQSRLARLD
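G9a (20 nM) was preincubated 15 min with compound, then reacted 2 h at room temperature with 500 nM biotin-H3K9 peptide and 20 µM SAM. Monomethyl-H3K9 detected by AlphaScreen using anti-H3K9me1 antibody.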
Pol eta inh = DNA polymerase eta (human) inhibition. recombinant Pol eta, fluorescent DNA replication assay. AID 588591. Potency, µM (highest dose often 114 µM), for inactives: top-dose activity change, negative = inhibition, most hits filed as inhibitors. actives 1.2% (n = 390,000); also: % is scaled to controls: 0 for no effect and ±100 for the full control effect
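Pol eta at 10 nM preincubated with compounds 15 min at room temperature; reaction started with fluorescent substrate (50 nM final) and read kinetically at 0 and 10 min.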
Pol beta inh = inhibitors of human DNA polymerase beta | actives 1.3% (n = 340,000) | AID 485314 | Pol beta primer extension/strand displacement, fluorescence kinetic | P06746 | Potency, µM (titrated, usually from 114 µM), for inactives: at the top dose activity change, negative = inhibition, actives largely listed as inhibitors; also: % is scaled to controls: 0 for no effect and ±100 for the full control effect
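Reaction started by 50 nM substrate onto compound-treated Pol beta (10 nM, 15 min preincubation, room temperature); plates read at 0 min and 10 min. Normalized concentration-effect data fitted by four-parameter Hill equation.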
* = called active by the depositor; u = inconclusive; x = no result given; [ ] = remark or other dose. Calls follow the shape of the dose curve; as a rule, active = well fitted curve in the direction sought with a large enough effect; inconclusive = small, poorly fitted or top-dose-only effect, or another doubt; inactive = no such curve, though single readings can be large; an effect the other way counts as inactive or inconclusive. Potency is read from the fitted curve at half-maximal effect.

Labels used below: A = APEX1 inh; B = Anesthetic bind; C = POLK inh; D = BAZ2B block; E = Pol iota inh; F = BLM inh; G = G9a inh; H = Pol eta inh; I = Pol beta inh
> COc1cc(OC)c(NC(=O)c2noc3c2CSc2ccccc2-3)cc1Cl
  A = x; B = -5%; C = -40%; D = 18%; E = -4%; F = -17%; G = 1.6µM*; H = -17%; I = 2%
> COc1cc(S(=O)(=O)N(Cc2ccccc2)CC2CCCO2)ccc1-n1cnnn1 (centres undefined)
  A = 0%; B = -16%; C = -14%; D = -14%; E = 109%[activator]; F = 0%; G = 0%; H = -7%; I = 22%
> CC(=O)c1cccc(NC(=S)NC2CC2)c1
  A = 15%; B = 3%; C = -6%; D = -3%; E = 9%; F = 3%; G = -5%[59 µM]; H = -17%; I = 18%
> CCCOc1ccc(C(=O)c2nc3c(n2O)CCCC3)cc1
  A = -5%; B = -18%; C = -15%; D = -9%; E = 70%[activator]; F = -2%; G = 17%[59 µM]; H = u; I = 4%
> N=c1c2c(ncn1Cc1ccco1)Oc1ccc3ccccc3c1C2c1ccccc1 (centres undefined)
  A = 6%; B = 10%; C = -2%; D = 45µM*; E = 6%; F = 1%; G = u; H = u; I = -3%
> Cc1ccccc1-n1nnnc1SCC(=O)c1c(N)n(C)c(=O)n(C)c1=O
  A = 4%; B = -10%; C = 7%; D = 0%; E = 12%; F = -6%; G = u; H = -8%; I = 28%
> CC(NC(=O)CSc1ncccn1)c1ccc2c(c1)OCO2 (centres undefined)
  A = 11%; B = x; C = -16%; D = x; E = u; F = x; G = x; H = 4%; I = x
> Cc1ccc(C(=O)C(C)OC(=O)C2CC(=O)N(C3CCCCC3)C2)cc1 (centres undefined)
  A = -4%; B = u; C = -1%; D = 0%; E = 19%; F = 0%; G = x; H = -11%; I = 3%
> COc1ccccc1NC(=O)c1ccc(NC(=O)CSc2ncn[nH]2)cc1
  A = 3%; B = 3%; C = -12%; D = -25%; E = 8%; F = 2%; G = 15%[59 µM]; H = -10%; I = 7%
> O=C(NCc1ccccn1)c1cccc(S(=O)(=O)Nc2ccc(SC(F)F)cc2)c1
  A = 8%; B = x; C = -4%; D = 8%; E = 26%; F = x; G = -36%; H = -15%; I = x
> Clc1ccc(CSc2snnc2-c2ccccc2)c(Cl)c1
  A = 2%; B = -23%; C = -12%; D = 145%[activator]; E = 0%; F = -3%; G = x; H = 0%; I = 1%
> NS(=O)(=O)c1ccc(NNC(=O)c2sccc2Cl)cc1
  A = 3%; B = 0%; C = 4%; D = 33%[activator]; E = -4%; F = 0%; G = 7.1µM*; H = -18%; I = 15%
> O=c1c2cc(N3CCOCC3)ccc2[nH]c(=S)n1Cc1ccc(Cl)cc1
  A = 2%; B = 2%; C = -4%; D = -18%; E = -6%; F = -9%; G = 24%; H = -6%; I = 2%
> O=C(Cc1ccccc1)N1CCC(O)(c2cccnc2)CC1
  A = 5%; B = -3%; C = -1%; D = -1%; E = u; F = -9%; G = 9%[59 µM]; H = 0%; I = 23%
> Cc1cc(C(=O)N/N=C/c2ccc3ccccc3c2)n[nH]1
  A = 35%[activator]; B = -7%; C = -9%; D = -4%; E = -18%; F = 1%; G = 14%; H = -7%; I = 3%
> COc1cccc(CN2CCNC(=O)C2CC(=O)N(C)C2CCOCC2)c1OC (centres undefined)
  A = 15%; B = -8%; C = -10%; D = 1%; E = 32%[activator]; F = 1%; G = u; H = -2%; I = 2%
> CC(=O)N1CCN(Cc2nc3cc(NC(=O)Cn4nc(C)c5ccccc5c4=O)ccc3n2C)CC1
  A = 18%; B = -12%; C = -15%; D = 3%; E = 9%; F = -3%; G = -16%; H = -18%; I = 14%
> CC(=O)c1sc(NS(=O)(=O)c2ccc(C)cc2)nc1-c1ccccc1
  A = 2%; B = -5%; C = -7%; D = u; E = 11%; F = 0%; G = u; H = -12%; I = 10%
> COc1ccccc1C(=O)Nc1cccc(C(=O)N2CCOCC2)c1
  A = 40%; B = -1%; C = -3%; D = -18%; E = 8%; F = -2%; G = 39%; H = -13%; I = 19%
> Brc1cccc(-c2nnc3n2CCC3)c1
  A = -2%; B = -10%; C = -11%; D = 5%; E = -6%; F = -2%; G = -5%; H = 11%; I = 19%
> CC(=O)c1ccc(NC(=O)c2cnn3ccccc23)cc1
  A = 5%; B = -7%; C = 7%; D = -8%; E = 60%[activator]; F = 4%; G = 2%; H = -2%; I = 12%
> CCn1c(=O)cc(SCC(=O)NCc2ccc(C)o2)c2ccccc21
  A = 16%; B = -8%; C = 3%; D = -36%; E = 20%; F = -3%; G = 16%[59 µM]; H = 4%; I = 18%
> O=C(NCCc1ccccc1)/C(=N\O)c1ccccc1
  A = -6%; B = -9%; C = -19%; D = -5%; E = 26%; F = -1%; G = -36%; H = -4%; I = 7%
> O=C(/C=C/c1ccccc1[N+](=O)[O-])N1CCN(c2ccccc2F)CC1
  A = -5%; B = u; C = -4%; D = u; E = 29%; F = -1%; G = 56µM*; H = -16%; I = -1%
> CC1=CC(c2ccccc2)n2nnnc2N1 (centres undefined)
  A = 3%; B = 0%; C = -13%; D = 16%; E = 43%[activator]; F = -5%; G = u; H = -22%; I = 5%
> c1ccc(C2CNCCc3ccccc32)cc1 (centres undefined)
  A = 23%; B = -14%; C = -4%; D = -10%; E = 26%; F = -2%; G = -2%; H = -5%; I = 33%
> CC(=O)Nc1ccccc1Sc1ccccc1
  A = -5%; B = 1%; C = -7%; D = 1%; E = 24%; F = -23%; G = -3%[59 µM]; H = -16%; I = -4%
> O=C(NCCc1c[nH]c2ccccc12)c1ccc(F)cc1F
  A = 33%[activator]; B = -9%; C = 5%; D = -20%; E = 9%; F = -2%; G = 3%; H = -10%; I = -9%
> COc1cc(C=NNC(=O)c2ccc(NS(=O)(=O)c3cccs3)cc2)cc(Br)c1O
  A = 12%; B = x; C = -24%; D = x; E = u; F = x; G = x; H = u; I = x
> O=C(Nc1ccc(S(=O)(=O)Nc2ncccn2)cc1)C1CC(=O)N(c2ccc(Cl)cc2)C1 (centres undefined)
  A = 15%; B = -11%; C = 9%; D = -4%; E = 82%[activator]; F = -4%; G = 4%; H = -18%; I = 33%
> C=CCOC(=O)c1cn(CC)c2nc(C)ccc2c1=O
  A = -7%; B = -8%; C = 0%; D = -14%; E = 85%[activator]; F = -7%; G = 9%[59 µM]; H = -11%; I = 0%
> COc1ccccc1N1CCN(C(=O)c2cc(=O)c3c(C)cc(C)cc3o2)CC1
  A = 3%; B = 8%; C = 4%; D = -12%; E = 53%[activator]; F = -9%; G = -11%[2.33 µM]; H = -6%; I = 1%
> CCC(C)Cn1c(COc2ccc(OC)cc2)nc2ccccc21 (centres undefined)
  A = x; B = -8%; C = -14%; D = 57%[activator]; E = 16%; F = -10%; G = -5%[59 µM]; H = u; I = u
> Cc1nonc1C(=O)N/N=C/c1cc2c(cc1Br)OCO2
  A = 7%; B = 0%; C = -5%[60.1 µM]; D = -16%; E = -9%; F = 2%; G = -7%; H = 2%; I = 16%
> CCOC(=O)c1csc(NC(=O)CCSc2ccccc2)n1
  A = 12%; B = -5%; C = 6%; D = 3%; E = 15%; F = -5%; G = 8%; H = -5%; I = 27%
> Cc1occc1-c1nnc(SCC(=O)N2CCOCC2)n1CCc1ccccc1
  A = -3%; B = 0%; C = -15%; D = 7%; E = 4%; F = -3%; G = -31%; H = -9%; I = 3%
> CC(C)c1ccc(NC(=O)CNC(=O)Cn2cnc3ccccc3c2=O)cc1
  A = 3%; B = -16%; C = 3%[60.1 µM]; D = -18%; E = 16%; F = -5%; G = -33%; H = 1%; I = 1%
> O=c1c2c(nc3c(-c4ccc(Cl)cc4)c[nH]n13)CCCC2
  A = -1%; B = -1%; C = -8%; D = 13%; E = 19%; F = -3%; G = 5%; H = u; I = 1%
> CCOC(=O)C1=C(C)Nc2ccccc2N/C1=N\S(=O)(=O)c1cccc(Cl)c1
  A = 7%; B = x; C = 8%; D = 5%; E = 7%; F = x; G = 2%[12.7 µM]; H = -11%; I = x
> O=C(NCc1ccccc1)c1cncc(Br)c1
  A = -1%; B = 4%; C = -19%; D = 9%; E = 13%; F = 0%; G = 22%[59 µM]; H = -10%; I = -15%
> CCC1=NN(C(=O)CCc2ccccc2)C(O)(C(F)(F)F)C1 (centres undefined)
  A = -22%; B = -18%; C = -10%; D = 1%; E = 1%; F = -5%; G = 25%[0.501 µM]; H = -8%; I = 32%
> COc1cc2ccccc2cc1C(=O)N/N=C/c1ccc2c(c1)OCO2
  A = 17%; B = 53%[activator]; C = 3%; D = -19%; E = -12%; F = -2%; G = 30%; H = -17%; I = u
> CCOc1cc(C(=O)Nc2ccncc2)cc(OCC)c1OCC
  A = -2%; B = -10%; C = -1%; D = -9%; E = 57%[activator]; F = 7%; G = x; H = -9%; I = -8%
> CCC(C(=O)NCc1ccc2c(c1)CCN2C(=O)c1ccc(F)cc1)c1ccccc1 (centres undefined)
  A = x; B = -2%; C = -6%[60.1 µM]; D = -5%; E = 16%; F = -5%; G = -1%[59 µM]; H = -14%; I = 3%
> O=C(CCNC(=O)c1ccc([N+](=O)[O-])cc1)NC1CCCCC1
  A = 7%; B = x; C = -15%; D = -5%; E = 12%; F = x; G = -10%; H = -1%; I = x
> COc1ccccc1-c1nnc(N(C)C(=O)C2CCCO2)s1 (centres undefined)
  A = 1%; B = -12%; C = -1%; D = -1%; E = 5%; F = 1%; G = 20%; H = 8%; I = 13%
> COCCCC1CCN(C(=O)c2cc(COc3cc(C)ccc3C)on2)CC1
  A = -21%; B = 9%; C = 1%; D = 9%; E = 23%; F = -6%; G = x; H = -9%; I = 35%
> Cc1nc(SCC(=O)Nc2ccccc2Cl)c2c(C)c(C)sc2n1
  A = 13%; B = x; C = -20%; D = 8%; E = 4%; F = x; G = u; H = -2%; I = x

Whole records from above. Order of screens: APEX1 inh	Anesthetic bind	POLK inh	BAZ2B block	Pol iota inh	BLM inh	G9a inh	Pol eta inh	Pol beta inh
CC1=CC(c2ccccc2)n2nnnc2N1 (centres undefined) in the list: 3%	0%	-13%	16%	43%[activator]	-5%	u	-22%	5%
COc1cccc(CN2CCNC(=O)C2CC(=O)N(C)C2CCOCC2)c1OC (centres undefined) in the list: 15%	-8%	-10%	1%	32%[activator]	1%	u	-2%	2%
CCC1=NN(C(=O)CCc2ccccc2)C(O)(C(F)(F)F)C1 (centres undefined) in the list: -22%	-18%	-10%	1%	1%	-5%	25%[0.501 µM]	-8%	32%

Not all compounds are listed (hit frequency here may not be typical).
